High-throughput results (PubChem)
NOD2-RIPK2 inh: blocks binding of human NOD2 to RIPK2 | O43353 | CHO BLA complementation NOD2-RIPK2, CCF4 ratio | inhibition, % at 4.98 µM | 360,000 compounds, 0.38% hits | AID 624267; in the data active = inhibition above about 21%;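 note: 0% = vehicle only and 100% = reference blocker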
Target sequence (O43353 whole entry, looked up): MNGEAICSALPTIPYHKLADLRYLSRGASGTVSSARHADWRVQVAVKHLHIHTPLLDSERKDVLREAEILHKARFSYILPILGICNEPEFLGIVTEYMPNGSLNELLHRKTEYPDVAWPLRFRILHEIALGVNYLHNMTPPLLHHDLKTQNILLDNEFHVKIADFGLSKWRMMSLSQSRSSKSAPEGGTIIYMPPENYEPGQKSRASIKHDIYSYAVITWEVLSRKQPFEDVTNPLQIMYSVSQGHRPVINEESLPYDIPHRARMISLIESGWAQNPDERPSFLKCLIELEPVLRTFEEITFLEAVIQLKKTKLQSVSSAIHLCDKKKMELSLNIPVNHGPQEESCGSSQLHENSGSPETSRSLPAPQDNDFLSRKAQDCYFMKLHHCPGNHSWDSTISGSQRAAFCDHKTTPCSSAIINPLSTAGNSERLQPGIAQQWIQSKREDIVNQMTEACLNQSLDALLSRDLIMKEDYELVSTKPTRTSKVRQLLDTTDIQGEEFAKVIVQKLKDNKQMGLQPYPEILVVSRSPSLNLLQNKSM
MC4R ag barr: activates human MC4R beta-arrestin recruitment. U2OS MC4R beta-arrestin complementation, luminescence; percent of melanotan II response, DMSO zero. P32245. 360,000 compounds, 0.98% hits. activation, % at 8.9 µM;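 active = activation above a per-plate cutoff, the mean activation of sample wells on that plate plus 3 SD, cut at about 8% in these data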
Glyco luc inh: blocks N-linked glycosylation in D54 reporter cells. D54 ERlucT glycosylation luciferase reporter, 24 h; percent of 100 nM tunicamycin response. reporter increase, % at 12.5 µM. 360,000 compounds, 0.23% hits. AID 588692;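 active = mean luciferase reporter signal, scaled so untreated is 0 and the glycosylation-blocking control 100, at or above a set limit in every replicate; inconclusive = mean reaches the limit but not every replicate does; inactive = mean below the limit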;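 note: luciferase carries N-glycosylation sites so blocking glycosylation raises the light; 0% = median of neutral control wells and 100% = median of 100 nM tunicamycin wells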
MC4R antagonist: antagonists of human melanocortin 4 receptor (MC4R); P32245; MC4R-expressing cells, MTII-stimulated cAMP, LANCE TR-FRET; 360,000 compounds, 0.48% hits; inhibition, % at 6.5 µM;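 active = inhibition above its plate's cutoff, the mean of tested wells on that plate plus 3 SD, cut at about 29% in these data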;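 note: 0% = Melanotan II alone and 100% = Melanotan II plus saturating MCL0020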
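system = U2OS cells with stable human MC4R expression | also added = Melanotan II challenge after compound preincubation | dosing = one concentration, 6.5 µM nominal | incubation = compound 30 min, challenge 1 h, detection 1 h | measured by = TR-FRET with Eu-cAMP and labeled anti-cAMP, 671 nm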
ABCB6 inh MLPCN: human ABCB6 transporter inhibition; Q9NP58; K562-ABCB6 porphyrin accumulation, flow cytometry, 1 h; stronger effect = lower value; fluorescence ratio to DMSO, % at 10 µM; 360,000 compounds, 0.19% hits;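 active = fluorescence ratio to DMSO below 75%, the collection mean minus 3 SD; inconclusive = too few cells collected in the well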;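 note: signal is porphyrin accumulated inside mitochondria; 100% equals median channel fluorescence of DMSO control wells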
ABHD5-PLIN5 inh: ABHD5-PLIN5 protein interaction inhibition | Split G. princeps luciferase complementation, luminescence, 4 h | 360,000 compounds, 0.78% hits | Q00G26+Q8WTS1 | inhibition, % at 4 µM;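 active = inhibition above the mean inhibition across every tested compound plus 3 SD, cut at about 22% in these data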;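 note: 0% = DMSO only wells and the 100% control is not disclosed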
SRC2 inh: human SRC2 (NCOA2) inhibition | Q15596 | HEK293 GAL4-SRC2 luciferase reporter, luminescence | inhibition, % at 9 µM | 370,000 compounds, 0.17% hits;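 active = inhibition above the mean inhibition of all tested compounds plus 3 SD, set per campaign, cut at about 52% in these data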;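 note: 0% = DMSO treated cells and 100% = cells given Gossypol at 36 µM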
Cardio protect: protects H9c2 cardiomyocytes from peroxide injury. 360,000 compounds, 0.63% hits. H2O2 injury protection, ATPLite, 2 h. protection from H2O2 cell death, % at 20 µM;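 active = compounds giving at least 50% protection of heart cells from peroxide-induced death in the single-dose screen, raw or plate-pattern-corrected value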;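 note: 0% = DMSO wells with peroxide and 100% = DMSO wells without peroxide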
m5-HT2A agonist: activates the mouse 5-HT2A serotonin receptor. P35363. activation, % at 7.6 µM. CHO-K1 mHTR2A beta-arrestin complementation, luminescence; percent of 30 µM serotonin response. AID 624169. 360,000 compounds, 0.66% hits;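 active = activation above a run cutoff, the mean activation of all tested compounds plus 3 SD, cut at about 14% in these data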;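 note: 0% = plate median of compound wells and 100% = 30 µM serotonin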
Target sequence (P35363 whole entry, looked up): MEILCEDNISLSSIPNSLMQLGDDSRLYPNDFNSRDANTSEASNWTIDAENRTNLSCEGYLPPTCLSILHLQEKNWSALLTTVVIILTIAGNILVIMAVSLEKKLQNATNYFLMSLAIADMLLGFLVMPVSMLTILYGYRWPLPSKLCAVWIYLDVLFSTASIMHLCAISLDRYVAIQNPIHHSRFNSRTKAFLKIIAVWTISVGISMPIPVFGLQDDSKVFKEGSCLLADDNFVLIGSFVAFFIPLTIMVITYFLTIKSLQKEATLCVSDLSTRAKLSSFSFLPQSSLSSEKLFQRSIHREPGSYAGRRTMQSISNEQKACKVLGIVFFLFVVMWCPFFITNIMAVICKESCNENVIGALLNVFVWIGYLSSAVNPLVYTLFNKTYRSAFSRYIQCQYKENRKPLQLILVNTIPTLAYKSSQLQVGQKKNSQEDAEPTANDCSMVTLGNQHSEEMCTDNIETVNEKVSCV
TLR9-MyD88 inh: blocks human TLR9 binding to MyD88; Q9NR96+Q99836; CHO BLA complementation TLR9-MyD88, CCF4 FRET ratio; inhibition, % at 4.98 µM; 340,000 compounds, 0.21% hits; AID 504734;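 active = inhibition above the mean over all tested compounds plus 3 SD, cut at about 21% in these data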;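 note: 0% = DMSO only wells and 100% = clavulanate BLA inhibitor control wells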
* hit, by the source's call; ? = inconclusive; nt = not tested or not shown. The list is partial; rates above refer to the full screens.

SMILES | NOD2-RIPK2 inh | MC4R ag barr | Glyco luc inh | MC4R antagonist | ABCB6 inh MLPCN | ABHD5-PLIN5 inh | SRC2 inh | Cardio protect | m5-HT2A agonist | TLR9-MyD88 inh
CN(Cc1ccccc1NCC(=O)Nc1ccccc1C#N)C1CCCCC1 | -5 | -1.5 | -2 | 0 | 85 | -8 | 1 | -14 | -1 | -6
COc1cc(OC)c(NS(=O)(=O)c2ccc3c(c2)NC(=O)CO3)cc1Cl | 1 | -0.4 | 3 | -2 | 101 | 1 | 7 | -11 | 3 | 4
C=C(C)Cn1c(Sc2nc3ccccc3[nH]2)nc2c1c(=O)[nH]c(=O)n2C | -15 | -2.6 | -1 | -1 | 102 | -3 | -19 | 7 | 4 | 5
c1ccc(-c2nc(-c3ccccn3)no2)cc1 | -10 | 0.6 | -22 | 10 | 95 | 1 | 20 | -21 | 4 | 0
O=c1c2ccccc2sn1-c1ccc(Cl)cc1 | 12 | -0.6 | -2 | -3 | 97 | 48* | -11 | -30 | 10 | 19
Cc1ccccc1NC(=O)NCc1ccc2c(c1)OCO2 | 0 | -0.9 | 0 | -1 | 106 | -1 | -25 | -6 | 1 | 3
COc1ccccc1NC(=S)N(Cc1cccnc1)Cc1ccco1 | 1 | -2.4 | 1 | 8 | 95 | 4 | 7 | -5 | 5 | -1
CCOC(=O)c1c(C)[nH]c(C(=O)C(C)OC(=O)c2oc3ccccc3c2COC)c1C (stereo not given) | -3 | -1.9 | 0 | 1 | 101 | -9 | nt | 4 | -1 | -3
Cc1ccc2[nH]cc(CCNC(=O)c3cccs3)c2c1 | -14 | -0.9 | 1 | -1 | 94 | 7 | -31 | -9 | 1 | -8
O=c1c2cc(F)ccc2[nH]c(=S)n1CCCN1CCOCC1 | -8 | 4.1 | 1 | -1 | 77 | 9 | 2 | 2 | 6 | -6
CC(=O)Nc1ccc(NC(=O)/C=C/c2ccccc2)cc1 | -5 | -2.0 | 2 | 3 | 100 | -1 | -35 | 0 | 2 | -1
COc1ccc(OC)c(S(=O)(=O)Nc2ccc(-c3ccc4nnc(C)n4n3)cc2)c1 | -3 | -0.8 | 18 | 6 | 99 | 0 | -45 | 6 | 13 | 5
CCc1nc(Nc2ccncc2)c2oc3ccccc3c2n1 | 7 | -1.3 | -4 | -5 | 101 | 2 | 5 | 4 | -4 | -8
COC(=O)/C=C1\C(=O)N(c2nc3ccccc3s2)C(=S)N1c1ccc(F)cc1 | -4 | 3.8 | ? | -1 | 99 | 1 | -22 | 1 | 2 | 8
CN(C)S(=O)(=O)c1cccc(NC(=O)COC(=O)COc2ccccc2[N+](=O)[O-])c1 | -11 | -1.4 | -2 | 10 | 99 | 1 | -5 | 10 | 1 | -6
COc1ccc(C(CNC(=O)c2ccc(S(=O)(=O)Nc3ccc(F)cc3)cc2)N(C)C)cc1 (stereo not given) | -3 | -2.8 | 0 | 3 | 97 | 7 | -5 | -3 | -3 | -6
CS(=O)(=O)Nc1ccc(C(=O)NCc2cccnc2)cc1 | -2 | -0.5 | -1 | 4 | 107 | -4 | -7 | 2 | -1 | -4
COCC(=O)NCCNc1nc2ccc(C)cc2cc1C | 2 | 0.9 | 1 | -8 | 85 | 7 | 11 | -2 | -1 | 0
COc1cccc(CNC(=O)C2CCCN(c3nn4c(=O)cc(C)nc4s3)C2)c1OC (stereo not given) | -6 | 1.6 | 2 | 0 | 105 | -2 | -7 | 1 | 0 | -6
Cc1[nH]n(-c2ccccc2)c(=O)c1C=Nc1ccc(S(=O)(=O)N=C(N)N)cc1 | -6 | -4.2 | -1 | -3 | 98 | -6 | 11 | -8 | -2 | -2
Nc1nonc1N/N=C/c1c(O)ccc2ccccc12 | -3 | -0.2 | 5 | -5 | 97 | 4 | 12 | -13 | -2 | -10
Cc1cccc(OCC(=O)NCC(=O)N/N=C/c2cc(Br)ccc2OCc2ccccc2)c1 | -6 | -1.7 | 1 | -4 | 112 | 1 | -3 | 0 | -1 | -8
COc1ccccc1-c1ccc2c(c1)C(C)(Cc1cccc(C#N)c1)C(=O)N2 (stereo not given) | -8 | -0.1 | -4 | 4 | 97 | -10 | 14 | -11 | 4 | nt
Cc1cc(Nc2ccc3c(c2)OCCO3)c2cccc(C)c2n1 | 0 | -2.8 | 0 | -2 | 99 | 1 | -55 | 3 | -1 | -5
CCC(=O)N(Cc1ccco1)C1CC(=O)N(c2ccccc2)C1=O (stereo not given) | -8 | 1.1 | -1 | 2 | 103 | -1 | 9 | 2 | 8 | -8
COc1ccc(OC)c(N2C(=O)CC(NNC(=O)c3ccc4c(c3)OCO4)C2=O)c1 (stereo not given) | 6 | -1.1 | 0 | 11 | 101 | -2 | -50 | -5 | -1 | -11
Cc1ccc(Cl)cc1N1CCN(C(=O)c2ccc(CN3CCOCC3)cc2)CC1 | -1 | 0.1 | -2 | -1 | 98 | 11 | 12 | 16 | 0 | -1
O=c1nc(-c2ccccc2)c2cc(Br)ccc2[nH]1 | -5 | -0.6 | 2 | -7 | 100 | 6 | -46 | 0 | 3 | -5
CCCCP(=O)(CCCC)Cc1ccccc1O | -7 | 0.8 | 2 | 5 | 100 | 7 | -1 | -5 | 1 | 1
CCOc1ccc2nc(NC(=O)COc3ccc(N(C)S(=O)(=O)c4ccc(C)cc4)cc3)sc2c1 | -1 | -0.2 | -2 | 14 | 91 | -6 | 3 | -4 | -1 | -4
Cc1sc(NC(=O)CSc2nc(N)cc(N)n2)c(C#N)c1C | -7 | 0.1 | 3 | 5 | 100 | 2 | -8 | -5 | 0 | 3
COC(=O)c1sccc1NC(=O)C1C2C=CC(C2)C1C(=O)O (stereo not given) | -2 | -0.1 | -1 | 5 | 93 | -3 | 9 | 14 | -1 | 2
CCOC(=O)CSc1nc2nc(C)cc(C)n2n1 | -4 | -1.0 | 0 | 11 | 104 | 4 | -9 | 9 | -2 | 10
c1ccc2c(c1)ncn2-c1ccc(-c2ccnc(-c3ccncc3)n2)cc1 | -3 | -1.6 | 0 | 3 | 111 | 5 | 16 | 16 | 7 | -8
COc1ccc(CN(C)C(c2ccccc2)c2nnnn2-c2ccccc2C)c(OC)c1C (stereo not given) | 4 | -1.2 | -4 | 8 | 96 | 1 | -7 | -22 | 1 | -5
CCOC(=O)C1(Cc2ccccc2)CCN(Cc2nccn2CC)CC1 | 4 | 0.1 | 0 | 7 | 101 | 2 | 16 | -8 | -2 | -13
Cc1nn(-c2cc(N(S(C)(=O)=O)S(C)(=O)=O)c(Cl)cc2Cl)c(=O)n1C | -1 | -2.0 | 1 | 13 | 105 | -1 | 21 | 1 | -1 | -3
COc1cccc(C2=CC(=O)C[C@H](c3ccc(F)cc3)C2)c1OC | 0 | -0.2 | -2 | -6 | 103 | -16 | 4 | -8 | -1 | 1
CC1([N+](=O)[O-])COC(C=Cc2ccccc2)OC1 (stereo not given) | -17 | -1.6 | -1 | -2 | 99 | 5 | -24 | 6 | 0 | 4
CN(CC(=O)Nc1cccc(F)c1)C(=O)CCC1CCCCC1 | 3 | -1.0 | 1 | 0 | 98 | 0 | -6 | -11 | 4 | 1

Marked active in ABHD5-PLIN5 inh (from the list above):
SMILES	NOD2-RIPK2 inh	MC4R ag barr	Glyco luc inh	MC4R antagonist	ABCB6 inh MLPCN	ABHD5-PLIN5 inh	SRC2 inh	m5-HT2A agonist	TLR9-MyD88 inh
O=c1c2ccccc2sn1-c1ccc(Cl)cc1	12	-0.6	-2	-3	97	48*	-11	10	19

Other results follow.
SMILES | NOD2-RIPK2 inh | MC4R ag barr | Glyco luc inh | MC4R antagonist | ABCB6 inh MLPCN | ABHD5-PLIN5 inh | SRC2 inh | Cardio protect | m5-HT2A agonist | TLR9-MyD88 inh
COc1ccccc1CC(=O)Nc1cccc(C(=O)Nc2nccs2)c1 | -11 | -2.4 | -1 | 0 | 96 | -2 | 17 | -1 | 4 | 8
CC(C(=O)N1CCc2ccccc21)N1CCc2ccccc2C1 (stereo not given) | -1 | -1.2 | 0 | 7 | 97 | -1 | -25 | 10 | -4 | -13
COc1ccc(C(=O)Nc2nc(C)c3cc4c(cc3n2)OCO4)cc1 | -6 | 0.2 | 5 | 5 | 100 | -2 | -25 | 6 | -1 | -1
CC1CCN(C2=C(NS(=O)(=O)c3ccc(Cl)cc3)C(=O)c3ccccc3C2=O)CC1 | -4 | -2.4 | 6 | -3 | 94 | -6 | 20 | -4 | 3 | -12
O=C(O)C1CCCN(C(=O)/C=C/c2ccccc2)CC1 (stereo not given) | 4 | 0.5 | 5 | -1 | 103 | 1 | 8 | 1 | -1 | nt
CCN1CCN(C(=S)Nc2ccc(Cl)cc2)CC1 | -7 | -1.4 | 2 | 6 | 96 | -4 | -18 | -1 | -3 | -2
Cc1ccc(NC(=O)Nc2cnccn2)cc1 | 5 | -1.4 | nt | 1 | 103 | 13 | -43 | -6 | 3 | -1
CSc1ccc(C(=O)C2CCCN(C(=O)CCc3c(C)nn(C)c3C)C2)cc1 (stereo not given) | 8 | -1.0 | -1 | 1 | 93 | -2 | 20 | -15 | 6 | 3
O=C(N1CCC(n2nc(-c3ccccc3)oc2=O)CC1)C1(c2ccc(Cl)cc2)CC1 | 3 | -1.3 | -4 | 6 | 99 | 0 | nt | -1 | 2 | -2
O=C(CCSc1nc(-c2ccco2)cc(C(F)(F)F)n1)NCC1CCCO1 (stereo not given) | 0 | 0.1 | 0 | 2 | 95 | 7 | -20 | 8 | 3 | -8
CCCNC(=O)COC(=O)c1ccc(N2CCCC2)c([N+](=O)[O-])c1 | -2 | 1.3 | 1 | -3 | 100 | 11 | -24 | -2 | 10 | 4
O=C(Nc1ccc(CN2CCOCC2)cc1)c1ccco1 | -11 | -0.1 | -4 | -3 | 104 | 0 | -46 | -4 | 1 | -7
CC1(C)CC(=O)N(c2ccc(Cl)c(Cl)c2)C(=O)C1 | 3 | -0.2 | 0 | 3 | 94 | 6 | -4 | 2 | 5 | -8
CC(=O)Nc1ccc(-c2ccnc3c2CC(C)(C(=O)NCC2CCOCC2)O3)cc1 (stereo not given) | -3 | -0.3 | 3 | -1 | 111 | -2 | -25 | 4 | -2 | nt
S=c1[nH]nc(-c2ccc3ccccc3n2)n1-c1ccc(Cl)cc1 | -1 | 0.7 | 2 | 14 | 108 | -4 | 11 | -13 | 1 | -13
COc1ccc(C(=O)CSc2nncn2C)cc1 | -9 | -0.9 | -2 | -3 | 105 | -1 | -36 | 7 | 2 | 4
CCc1ccc(C(=O)NNc2ccc(F)cc2)cc1 | 0 | 0.9 | 1 | 4 | 101 | 2 | -46 | 2 | 2 | -6
CC(=O)Nc1ccc(S(=O)(=O)Nc2cc(C)cn(Cc3ccc(C)cc3)c2=O)cc1 | -9 | 0.6 | -4 | 6 | 99 | -16 | -23 | -6 | -9 | 0
CCC(=O)N1CC2(C)CN(C(=O)CC)CC(C)(C1)C2 | -2 | -1.8 | 1 | 11 | 96 | -4 | -16 | 0 | 4 | -1
